Source: PubChem BioAssay (National Center for Advancing Translational Sciences (NCATS))
RORgamma inh – ROR gamma (mouse) transcription inhibition | AID 2551 | P51450 | actives 5.4% (n = 310,000) | Drosophila S2 Gal4-RORgamma UAS-luciferase reporter, 20 h | Potency, µM (titrated, usually from 53.6 µM), for inactives: at the top dose activity change, negative = inhibition, actives largely listed as inhibitors; note: potency is the fitted concentration of half-maximal effect; % is set by controls: 0 for no effect and ±100 for the full control effect; nearly all actives have a fitted effect of over 60% in size
Target sequence (P51450 whole entry, looked up, the tested form may be a part): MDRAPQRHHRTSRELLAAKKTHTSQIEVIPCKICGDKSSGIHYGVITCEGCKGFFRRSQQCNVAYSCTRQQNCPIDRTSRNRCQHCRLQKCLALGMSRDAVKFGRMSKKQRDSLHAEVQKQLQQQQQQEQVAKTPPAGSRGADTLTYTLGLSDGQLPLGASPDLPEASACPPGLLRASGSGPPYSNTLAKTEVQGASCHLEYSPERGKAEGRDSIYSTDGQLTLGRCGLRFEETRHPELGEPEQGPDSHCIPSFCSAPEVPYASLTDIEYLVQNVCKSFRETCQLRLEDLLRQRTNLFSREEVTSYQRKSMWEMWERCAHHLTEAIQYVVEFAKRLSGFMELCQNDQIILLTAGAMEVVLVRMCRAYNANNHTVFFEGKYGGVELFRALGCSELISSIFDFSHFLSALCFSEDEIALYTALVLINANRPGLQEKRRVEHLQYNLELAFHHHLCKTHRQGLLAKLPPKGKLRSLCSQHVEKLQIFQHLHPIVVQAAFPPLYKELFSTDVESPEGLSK
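Stably transfected Drosophila Schneider cells are the test system, with ROR gamma fused to Gal4 and luciferase under UAS control; luminescence is read after 20 hr of 700 uM copper sulfate induction at ambient temperature.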
Tb PFK inh – inhibitors of T. brucei phosphofructokinase. O15648. T. brucei PFK, ADP-Glo luminescence. Potency, µM (highest dose often 57.5 µM), for inactives: at the top dose activity, negative = inhibition, hits mostly inhibitors. actives 0.17% (n = 330,000). AID 485367;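 note: potency is the fitted concentration of half-maximal effect; 0% = uninhibited 1x PFK enzyme wells and -100% = no-enzyme wells; nearly all actives have a fitted effect of over 60% in size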
Target sequence (O15648 whole entry, looked up): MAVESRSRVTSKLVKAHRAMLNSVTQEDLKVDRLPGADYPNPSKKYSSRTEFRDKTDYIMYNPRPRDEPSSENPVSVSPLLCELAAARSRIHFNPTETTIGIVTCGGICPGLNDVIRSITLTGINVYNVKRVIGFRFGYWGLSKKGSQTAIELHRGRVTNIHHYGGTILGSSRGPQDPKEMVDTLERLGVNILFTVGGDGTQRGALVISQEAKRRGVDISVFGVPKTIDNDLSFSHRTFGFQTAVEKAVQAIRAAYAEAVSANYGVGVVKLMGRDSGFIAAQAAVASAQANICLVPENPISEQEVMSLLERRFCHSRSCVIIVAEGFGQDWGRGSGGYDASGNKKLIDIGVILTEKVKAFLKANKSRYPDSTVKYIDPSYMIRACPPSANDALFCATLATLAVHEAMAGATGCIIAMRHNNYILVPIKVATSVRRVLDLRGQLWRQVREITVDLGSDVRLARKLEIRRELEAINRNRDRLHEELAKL
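PFK 1.25 nM, F6P 0.5 mM, ATP 0.1 mM, 0.1 M TEA pH 8.0, 5 mM MgCl2, 0.01% Tween20, 0.1% BSA; 45 min RT. ADP-Glo readout. qHTS titration up to 57 uM; curves fitted, compounds curve-classed.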
Rab9 promoter act – activators of Rab9 promoter; Huh7 Rab9 promoter-luciferase reporter, luminescence, 24 h; Potency, µM (series often up to 9.22 µM), inactives show top-dose activation, negative = inhibition, actives largely listed as activators; actives 2.8% (n = 320,000); note: potency is the fitted concentration of half-maximal effect; % of control where 0% means no effect; nearly all actives have a fitted effect of over 60% in size
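Luciferase signal after 10 min detection reagent at ambient indicates Rab9 promoter upregulation; stably transfected Huh7 cells were treated 24 h with compound in DMSO at 37 °C, 5% CO2.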
Gal4-VP16 FLuc – Gal4-VP16 reporter inhibition counter-screen. Drosophila S2 Gal4-VP16 UAS-luciferase, luminescence, 20 h. Potency, µM (series often up to 53.6 µM), inactives show at the top dose activity, negative = inhibition, actives largely listed as inhibitors. actives 3.5% (n = 310,000);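 note: Gal4-VP16 expression switched on by copper sulfate through the metallothionein promoter; potency is the fitted concentration of half-maximal effect; % is set by controls: 0 for no effect and ±100 for the full control effect; nearly all actives have a fitted effect of over 50% in size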
KCNH2 3.1 block – inhibitors of human KCNH2 3.1 potassium channel isoform; U2OS KCNH2 3.1, thallium flux FluxOr; hits give low values; activity change, % (tested at about 1.8 µM); actives 0.95% (n = 340,000); AID 720553;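 active = maximum activity change below -70%; inconclusive = maximum activity change from -70% to -50%; inactive = maximum activity change above -50%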;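 note: thallium influx rate constant from kinetic fluorescence after stimulation buffer; % is set by controls: 0 for no effect and ±100 for the full control effect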
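Normalized rate constant (relative to positive and negative DMSO controls) derived from a 2 min kinetic fluorescence read after stimulation; U2OS cells expressing the 3.1 isoform via virus at 1.77 x 10^8 /mL.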
uPA surface inh – inhibitors of cell surface uPA generation; cell surface uPA generation assay, qHTS; Potency, µM (titrated, usually from 38.3 µM), for inactives: at the top dose activity change, negative = inhibition, actives largely listed as inhibitors; actives 0.31% (n = 330,000); AID 540303; active = well fitted inhibition curve with a large enough effect; inconclusive = small, poorly fitted or top-dose-only effect; inactive = no such curve, though single readings can be large or run the other way; tested in mouse RAW 264.7 cells; note: potency is the fitted concentration of half-maximal effect; % is set by controls: 0 for no effect and ±100 for the full control effect; nearly all actives have a fitted effect of over 55% in size
Giardia kill – kills Giardia lamblia; Giardia lamblia trophozoite viability; activity change, % at 7.66 µM, hits read low; actives 0.15% (n = 340,000); AID 540267; in the data active = activity change below about -80%; inconclusive = between about -30% and that limit;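 note: parasites exposed to compound for two days anaerobically before the ATP read; % is set by controls: 0 for no effect and ±100 for the full control effect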
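Trophozoites 100 cells/well + cpd; 48 hrs, 37 deg C, anaerobic. ATPLite 1-Step added, 15-30 min RT, luminescence read (ATP-based viability).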
FLuc counter – firefly luciferase modulation, counter-screen for miR-21 project. purified FLuc, Km substrates, luminescence inhibition. Potency, µM (highest dose often 57.5 µM), for inactives: at the top dose activity change, negative = inhibition, usual class: inhibitors. actives 6.9% (n = 360,000). AID 588342;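 note: potency is the fitted concentration of half-maximal effect; plate controls were vehicle for no effect and reference inhibitor for full effect; nearly all actives have a fitted effect of over 55% in size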
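Biochemical qHTS of compounds, final roughly 60 µM downward over six points, against 10 nM purified firefly luciferase using Km concentrations of substrates (10 uM D-luciferin, 10 uM ATP) in Tris acetate pH 7.5 buffer; luminescence output.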
ELG1 genotoxic – induces genotoxicity in HEK293T cells with luciferase-tagged ELG1; actives 1.3% (n = 330,000); HEK293T ELG1-luciferase reporter, luminescence, 16 h; Potency, µM (series often up to 46 µM), inactives show top-dose activity change, positive = activation, most hits filed as activators; note: potency is the fitted concentration of half-maximal effect; % of control where 0% means no effect; nearly all actives have a fitted effect of over 60% in size
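HEK293T cells expressing luciferase-tagged ELG1 were treated with compound or DMSO for 16 hr at 37°C. Luciferase activity was then read after 30 min with ONE-Glo at room temperature; rising signal flags genetic stress.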
FBPA coupling cs – coupling enzyme interference in Giardia aldolase counter-screen | coupling enzyme system counterscreen, AmpLite Red fluorescence | activity change, negative = inhibition, % at 58.2 µM, hits read low | actives 0.67% (n = 290,000); in the data active = activity change below about -30%; note: % is set by controls: 0 for no effect and ±100 for the full control effect
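Counterscreen lacking aldolase: glyceraldehyde-3-phosphate coupling-enzyme reagent preincubated 10 min at RT with compound (at 57.5 uM final), then substrate/coupling system with AmpLite Red added; fluorescence read at 525/598 nm after 20 min RT.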
NPC1 promoter act – NPC1 promoter activation | Huh7 NPC1 promoter luciferase reporter, 24 h | Potency, µM (doses to about 9.22 µM), for inactives: at the highest dose activation, actives largely listed as activators | actives 2.4% (n = 320,000) | AID 485313;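 note: potency is the fitted concentration of half-maximal effect; % of control where 0% means no effect; nearly all actives have a fitted effect of over 60% in size; reporter is driven by a mutant NPC1 promoter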
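Compounds in DMSO were transferred onto Huh7 NPC1-luciferase reporter cells pre-incubated 2 h; after 24 h at 37 °C, Amplite reagent was dispensed and luminescence recorded 10 min later.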
An asterisk follows results filed as active; u = inconclusive; x = no result given; & = joins results of further samples; [ ] = dose if it differs, or a comment. Unless noted, calls come from the whole dose curve; as a rule, active = well fitted curve in the direction sought with a large enough effect; inconclusive = small, poorly fitted or top-dose-only effect, or another doubt; inactive = no such curve, though single readings can be large; an effect the other way counts as inactive or inconclusive.

mol | RORgamma inh | Tb PFK inh | Rab9 promoter act | Gal4-VP16 FLuc | KCNH2 3.1 block | uPA surface inh | Giardia kill | FLuc counter | ELG1 genotoxic | FBPA coupling cs | NPC1 promoter act
Cc1ccc(O)c(/C=N/NC(=O)COc2ccc3c(C)cc(=O)oc3c2)c1 | 2.5µM* | 1% | 6% | u | 3 | 1% | -7 | -2% | 15% | 2 | -4%
COC(=O)C(C(=O)OC)C(C(C)C)C(C(=O)OC)C(=O)OC | 43% | 8% | 1% | 0% | 0 | 2% | 2 | 2% | 2% | 0 | -3%
COc1ccc2c(C)c(Cl)c(=O)oc2c1 | -6% | -6% | 2% | 1% | 5 | -1% | -15 | 5% | 10% | -1 | 0%
O=C(O)CCS(=O)(=O)c1nc(-c2cccs2)cc(C(F)(F)F)n1 | u | -9% | 2% | u | 1 | x | -27 | -3% | 4% | -1 | 1%
Cc1cccc(OCC(=O)NCc2n[nH]c(=O)c3ccccc23)c1 | x | -11% | -2% | x | 4 | -4% | -8 | 1% | -1% | x | 7%
O=C1C(=O)N(CCCN2CCOCC2)C(c2ccc(Cl)cc2)/C1=C(\O)c1ccc2c(c1)OCCO2 (centres undefined) | -12% | 0% | 7% | 0% | 3 | -3% | -21 | 5% | 1% | x | 1%
O=C(CSc1nc2sc3c(c2c(=O)[nH]1)CCCC3)NCCO | u | 3% | -3% | 2% | 16 | 5% | 25 | u | 0% | 0 | 2%
O=C1NC2(CCCCC2)Cc2ccccc21 | 21% | 5% | 0% | 5% | -35 | -4% | 0 | 7% | 13% | 0 | -2%
CC(=O)Nc1cccc(NC(=O)CSc2nc(=O)n(Cc3ccccn3)c3c2CCC3)c1 | x | -2% | -1% | x | 2 | -1% | -1 | -1% | 1% | x | 1%
Cc1nonc1C1CCCN1Cc1nc(-c2ccc(F)cc2F)oc1C (centres undefined) | -38% | -3% | -2% | 0% | 16 | 0% | -18 | 0% | -3% | -1 | -5%
CCN(CC)S(=O)(=O)c1ccc(O)c(C(=O)OCC(=O)Nc2ccc(OC(F)(F)F)cc2)c1 | -29% | -3% | 1% | u | -21 | -3% | 9 | -3% | -11% | -1 | 3%
Cc1cc(NC(=O)Cn2c(=O)c3c(ncn3CCC(C)C)n(Cc3ccccc3)c2=O)no1 | 4%&41% | 3%&-4% | -5%&-13% | -1%&-11% | -3 | 4% | 6 | 2%&-4% | -4% | -1&0 | 0%&-5%
CC1(C)C(C(=O)O)N2C(=O)C(NC(=O)Cc3ccccc3)C2S1=O (centres undefined) | -16% | 0% | -3% | 16% | 9 | 1% | -16 | -1% | 0% | 0 | -3%
CCCCn1c(N)c(N(CC)C(=O)c2cccc(S(=O)(=O)N3CCCc4ccccc43)c2)c(=O)[nH]c1=O | x | 7% | -1% | x | -10 | -6% | 6 | 5% | 0% | x | 0%
CCOC(=O)c1cc(-c2ccc(C)cc2)n(CC(=O)NCc2ccco2)c1C | -2% | -23% | 5% | -2% | -3 | -6% | -7 | 1% | 7% | 0 | 0%
O=C(NCCCNC(=O)c1ccccn1)c1ccc(F)cc1 | 9% | 0% | 14% | -3% | -16 | 1% | 10 | 2% | 5% | 1 | 0%
CC1=C(C(=O)NCCc2ccc(C)cc2)C2(CCC(C)CC2)OC1=O (centres undefined) | -11% | -2% | -2% | 1% | -8 | -2% | -9 | -1% | -3% | 0 | -8%
Cn1ccsc1=NC(=O)c1cc(S(=O)(=O)N2CCOCC2)ccc1F | x | 4% | 2% | x | -1 | -4% | -3 | -2% | -6% | x | -3%
S=C(NCCCN1CCOCC1)NC1CC1 | -10% | -3% | -1% | 6% | 0 | 12% | -10 | -1% | 0% | 2 | -5%
O=C1CS/C(=N\N=C\c2ccco2)N1c1ccccc1 | -4% | 1% | 5% | -14% | 16 | 2% | -16 | u | 0% | -2 | -1%
O=C1NC(=O)/C(=C/c2cccc3ccccc23)S1 | u | 9% | 3% | 18% | -8 | -3% | 23 | u | 13% | 10 | 13%
Cc1ccc(SCC(=O)NCCc2ccccc2)cc1 | 27% | 0% | 18% | 5% | -1 | 1% | 8 | -18% | 1% | 4 | 5%
O=C(COc1ccc(C(=O)c2ccccc2)cc1)NCC(=O)Nc1ccccc1Br | 2% | 2% | 0% | 3% | -11 | -5% | -6 | -2% | -8% | 8 | -1%
COc1cccc(CNc2ncn[nH]2)c1OCc1ccccc1F | 38% | -2% | -10% | 3%[10 µM] | 1 | 0% | -12 | 7% | 15% | -4 | -3%
CCN(CC)C(=O)CSc1nc2ccccc2c(=O)n1OC(C)C | 0% | 4% | -5% | 15% | -11 | 3% | -12 | 1% | -3% | 1 | -1%
Cc1sc2ncnc(N(C)Cc3ccco3)c2c1C | 12% | 3% | 3% | -20% | 1 | -3% | -14 | 1% | 1% | 3 | -5%
O=C(CCc1ccccc1)Nc1nnc(-c2ccc3c(c2)OCCO3)o1 | 6.3µM* | 2% | 2% | u | 5 | 2% | 25 | -18% | -10% | 0 | 20%
O=c1oc2ccccc2c(NCCO)c1[N+](=O)[O-] | -3% | 2% | 7% | -3% | 0 | 16% | -19 | 3% | 0% | -2 | -3%
Cc1ccc(OCC(=O)Nc2ccc3c(c2)OCO3)c(C)c1 | 3% | 5% | -8% | -4% | -1 | 0% | u | 4% | 0% | 0 | -2%
Cc1ccccc1C(=O)NCC(=O)NNC(=S)NC(=O)c1ccccc1 | u | 3% | 0% | -12% | -17 | -1% | 8 | 2% | -1% | 2 | 4%
COc1cc(CNC(C)C23CC4CC(CC(C4)C2)C3)cc(OC)c1OC (centres undefined) | -8% | 3% | 0% | 2% | 12 | -10% | -4 | 3% | -10% | 3 | -1%
CC1CCCN(S(=O)(=O)c2ccc(NC(=O)[C@@H]3CCCN3C(=O)c3cccs3)cc2)C1 (some centres undefined) | x | 6% | -1% | x | 16 | -26% | -23 | 1% | 0% | x | -3%
Cc1ccc(-c2csc(N(CCCN3CCOCC3)C(=O)c3ccco3)n2)cc1 | -1% | 1% | 0% | -13% | -37 | 8% | -1 | 2% | -8% | 0 | -7%
CCc1cccc(C)c1NC(=S)NCCc1c(C)[nH]c2ccc(C)cc12 | 2.2µM* | -9% | -11% | 5.6µM* | -26 | -16% | -14 | 2% | -8% | -1 | -9%
COc1ccc(OCCN2C(=O)NC(C)(c3ccc(C)cc3)C2=O)cc1 (centres undefined) | u | -5% | -4% | 0% | -6 | 10% | 6 | -3% | -7% | -6 | -6%
C/C(CC(=O)Nc1ccc(Br)cc1)=N\NC(=O)Cc1csc(N)n1 | 54% | -6% | -4% | -4% | -3 | 5% | -8 | -6% | 6% | 0 | 0%
CCOCCOC(=O)C1=C(C)NC2=C(C(=O)CC(c3cccs3)C2)C1c1ccsc1 (centres undefined) | 11% | -9% | -5% | 2% | -12 | 0% | -6 | 8% | -5% | 0 | -6%
O=C(N/N=C/c1ccccc1Cl)c1[nH]c2ccc(Br)cc2c1-c1ccccc1 | u | -1% | -19% | u | -5 | -11% | -9 | 2% | u | 2 | -16%
Cc1c(C)n(C)c2ccc(C(=O)NCCCN(C)C3CCCCC3)cc12 | -2% | -1% | -15% | 0% | 16 | -3% | 38[activator] | 2% | -5% | -1 | -3%
Clc1ccc(OCc2nnc3n2N=C(c2ccc4c(c2)OCCO4)CS3)c(Cl)c1 | 4%[0.365 µM] | -2% | -37%[inhibitor] | x | -13 | -5% | -11 | -8% | -2% | -3 | -19%
O=C(NCC1CCCO1)Nc1cccc(Cl)c1 (centres undefined) | 42% | -2% | 22% | 16% | 14 | -4% | 1 | u | u | -1 | 15%
c1coc(-c2nc(-c3ccco3)c(-c3ccco3)nc2-c2ccco2)c1 | 0% | u | 0% | -3% | -1 | -9% | -8&-10 | -8% | 2% | -14 | -2%
CCCCn1c(N)c(N(CCOC)C(=O)c2sc3cc(F)ccc3c2Cl)c(=O)[nH]c1=O | x | 4% | 0% | x | -4 | -3% | 6 | 0% | 4% | x | -3%
CCOC(=O)c1cnn(-c2ccccc2)c1-n1cccc1 | -14% | 1% | 1% | 11% | 5 | 3% | 5 | 1% | 0% | 0 | -1%
CCOc1c(C=C(C#N)C#N)c2ccccc2n1CC | 21% | -3% | -2% | u | 19 | 0% | -22 | 4% | -4% | -3 | 1%
COc1cc2oc(=O)cc(-c3ccc(-c4ccc(C(F)(F)F)cc4)cc3)c2c(OC)c1OC | 4% | 5% | x | 1% | 4 | 8% | -4 | x | 5% | -2 | x
